# Bioassay records deposited in PubChem BioAssay by National Center for Advancing Translational Sciences (NCATS).
# Lipid storage S3 – qHTS Assay for Lipid Storage Modulators in Drosophila S3 Cells | AID 2685 | Potency in µM for hits, for the others lipid storage change, negative = inhibition, % at the top dose, mostly 46.1 µM | 0.64% of 320,000 active | Drosophila S3 cells, BODIPY lipid droplet fluorescence, 18-24 h; cells fed with added oleic acid; active means well fitted inhibition curve with a large enough effect in the signal ratio, with a control signal flat, not every such curve was filed as active; inconclusive means small, poorly fitted or top-dose-only effect, or effect the other way, or a change in a side signal; the % refers to the signal ratio
#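 Laser-scanning cytometry quantifies lipid droplet accumulation (500–530 nm total intensity; droplet/cell object ratio) in oleic acid-fed (400 uM added) Drosophila S3 cells treated with a concentration series. 20 uM Triacsin C defined 100% inhibition.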
# Lipid storage S3 cell count max – also measured in Lipid storage S3; calls as there; cell number change, %; measured here: cell count max response;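 cells counted by Cell Tracker Red CMTPX staining in the red channel; peak over a dose series mostly up to 46.1 µM; percent activity relative to internal control wells on each plate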
# * marks the source's active call; other numbers are inactive results; i = inactive; ? = inconclusive; · = not tested or not shown; [ ] = another dose, or the depositor's remark. On the % scale 0 is the no-effect control and ±100 the full control effect; potency means the concentration at half of the fitted maximal effect. Some of the compounds tested, so the mix of outcomes need not match the whole.
SMILES,Lipid storage S3,Lipid storage S3 cell count max
CC/C(=C/c1sc2ccccc2[n+]1CC)SC,8.2%,7.1
COc1ccc(S(=O)(=O)Nc2ccc3c(c2)CCC3)cc1,3.7%,-19.7
NC(=O)COc1ccc(C(=O)/C=C2/C(=O)Nc3ccccc32)cc1,?,·
Cc1[nH]c(=O)[nH]c(=O)c1CSc1nnc(CCCCCNC(=O)OC(C)(C)C)o1,?,·
O=C(C(NS(=O)(=O)c1cccs1)c1ccccc1)N1CCN(c2ccccc2F)CC1 (stereo unspecified),?,·
CSc1ccccc1C(=O)Nc1cccc([N+](=O)[O-])c1,?,·
Cc1ccc(NC(=O)C2=C(C(=O)O)CCCC2)cc1Br,-18.0%,-18.7
Cc1cccc(CSc2ccc3nnc(-c4cccs4)n3n2)c1,-0.2%,-20.1
Cc1ccc(S(=O)(=O)NCCCCCC(=O)Nc2cccc(C)c2)cc1,3.0%,-4.6
CCOC(=O)c1ccc(NC(=S)N2CCCC(C(=O)OCC)C2)cc1 (stereo unspecified),10.5%,-2.5
COCCCNC(=S)NNC(=O)c1cc(C2CC2)nc2ccccc12,?,·
COc1ccccc1C(=O)NCCC(=O)Nc1ccc(S(=O)(=O)N2CC(C)CC(C)C2)cc1 (stereo unspecified),?,·
O=C(O)c1ccc(-c2nnc(-c3cccc(Br)c3)o2)cc1,i,12.2
Cc1cc(C(=O)N/N=C/c2ccc(-c3cccc(Cl)c3Cl)o2)n[nH]1,2.7%,-7.3
COc1ccc(-n2c(Cc3cc(=O)[nH]c(=O)[nH]3)nnc2SCC(=O)Nc2ccccc2)cc1,?,·
Cc1c(CC(=O)N[C@@H](C)C(=O)O)c(=O)oc2cc3c(cc12)CCC(C)(C)O3,?,·
Cc1cc(C(=O)COC(=O)C23CC4CC(CC(O)(C4)C2)C3)c(C)n1-c1c(C)n(C)n(-c2ccccc2)c1=O,?,·
Cc1cc2n(n1)C(c1ccc3c(c1)OCO3)Nc1c(C)cccc1-2 (stereo unspecified),?,·
COCCN1Cc2cc3cc(C)ccc3nc2SC1=Nc1cccc(OC)c1,-3.5%,-3.1
COc1cccc(C(=O)NCC2(c3ccc(OC)c(OC)c3)CCCC2)c1,?,·
COc1ccc2c(c1)CCc1c(C(=O)NCc3ccco3)noc1-2,-5.6%,-6.7
O=C(NN1C(=O)c2ccccc2NC1c1ccccc1OCc1ccccc1)c1ccncc1 (stereo unspecified),i,11.4
O=C1NC(=Nc2ccccc2Cl)SC1(CO)CO,?,·
CCCNC(=O)C1CCN(S(=O)(=O)c2cccc3nonc23)CC1,0.3%,8.4
CCc1nc(SCC(=O)O)c(C#N)c2c1CCCC2,?,·
COc1ccc(NC(=O)C23CCC(C)(C(=O)C2)C3(C)C)cc1 (stereo unspecified),?,·
CC(=O)N1CCc2cc(S(=O)(=O)NCCC(=O)NC3CCCc4ccccc43)ccc21 (stereo unspecified),?,·
O=C(Nc1nc(-c2ccc(F)c(F)c2)cs1)c1ccc(OCC2CCCO2)cc1 (stereo unspecified),-23.0%,-0.2
COc1ccccc1NC(=O)C1CCN(c2ncnc3c2nc2n3CCCCC2)CC1,?,·
COc1ccc(C(=O)OCC(=O)NC2CC2)cc1S(=O)(=O)N1CCOCC1,4.0%,-4.9
O=C(NNc1nc(N2CCOCC2)nc(N2CCOCC2)n1)Nc1ccc(Cl)cc1,?,·
O=C1/C(=C/c2ccc(F)cc2)SC(=S)N1N1CCOCC1,?,·
CC1CC(C)CN(C(=O)Cn2c(=O)n(CCCCC(=O)NC3CCCC3)c(=O)c3ccccc32)C1 (stereo unspecified),i,8.6
COc1ccc(-c2cc(-c3ccccc3)nc(-c3ccc4c(c3)NC(=O)CO4)c2)cc1,?,·
O=[N+]([O-])c1ccc(C[n+]2cccc3ccccc32)cc1,?,·
O=C(Nc1cccc2ccccc12)N1CC=C(c2ccccc2)CC1,?,·
O=C(Cn1cnc2ccccc21)Nc1ccccc1-c1ccccc1,-1.8%,·
C=CCn1c(=O)/c(=C/c2ccc(C)o2)s/c1=C(/C#N)C(=O)c1ccccc1,?,·
C=CCNC(=O)C1CC(=O)N(c2ccc(OCC(=O)Nc3ccccc3)cc2)C1 (stereo unspecified),-12.4%,4.9
c1cncc(-c2csc(-c3cccnc3)n2)c1,?,·

# 2 entries from above, as tab-separated lines:
compound	Lipid storage S3	Lipid storage S3 cell count max
Cc1cc(C(=O)COC(=O)C23CC4CC(CC(O)(C4)C2)C3)c(C)n1-c1c(C)n(C)n(-c2ccccc2)c1=O	?	·
Cc1cc2n(n1)C(c1ccc3c(c1)OCO3)Nc1c(C)cccc1-2 (stereo unspecified)	?	·

# (list continues)
SMILES,Lipid storage S3,Lipid storage S3 cell count max
CCn1ncc(Br)c1C(=O)Nc1ncc(C)s1,?,·
O=C(CSc1nc2ccccc2c(=O)n1CCCC(=O)N1CCCC1)NCc1ccco1,2.2%,12.9
COCc1cc(C)nc(NC2CCCCC2)c1C#N,?,·
CC(C)c1ccc(NC(=O)C(c2ccccc2)N(C)C(=O)c2cnccn2)cc1 (stereo unspecified),3.0%,8.5
O=C(O)c1ccc2nc(-c3ccccc3)c(-c3ccccc3)nc2c1,-8.0%,-2.5
O=C(c1c(F)cccc1F)N1CCCc2ccccc21,?,·
Oc1ccc(O)c(Cc2nc3ccccc3s2)c1,?,·
O=C1N=C(N2CCOCC2)S/C1=C/c1cccs1,-18.4%,-10.8
Clc1nnc(NN=C2CCCC2)c2ccccc12,17.0%,9.1
CCOc1ccc(C(=O)NCc2ccncc2)cc1OCC,?,·
O=C(C1CCN(S(=O)(=O)c2cccs2)CC1)N(c1ccccn1)C1CCCCC1,-3.1%,-1.6
COc1ccc(C(=O)NC(=S)Nc2cccnc2)cc1OC,18.0%,5.1
CCN(CC)S(=O)(=O)c1ccc2oc(C(=O)NC3CCCc4ccccc43)c(C)c2c1 (stereo unspecified),i,-5.2
Cc1ccc(C(=O)Nc2cccc(C(F)(F)F)c2)cc1Nc1ccccn1,?,·
CC(C)NC(=O)NC(=O)CSc1ccccc1F,15.3%,7.6
CC1(C(=O)NC2CCCC2)CCC(=O)N1Cc1ccccc1 (stereo unspecified),3.6%,7.6
C=CCS(=O)(=O)c1cccc2cccnc12,28.2%,6.0
COc1ccccc1N(CC(O)CN1CCCCC1)S(=O)(=O)c1ccc(C)cc1 (stereo unspecified),?,·
CCCC(=O)OCCNc1cc(Sc2nc3ccccc3[nH]2)c2nonc2c1[N+](=O)[O-],?,·
Cc1ccc(/C=C/C(=O)N2CCCC(C)C2)cc1 (stereo unspecified),?,·
CCOC(=O)Cc1cc(=O)c2cc(C)ccc2[nH]1,8.7%,·
O=C(O)C1C(c2ccccc2)C(C(=O)OCc2ccco2)C1c1ccccc1 (stereo unspecified),?,·
Cc1ccccc1NC(=O)CSCc1cc(=O)n2ccsc2n1,?,·
O=C(Cc1ccccc1)N/N=C/c1ccccc1F,?,·
O=C(c1ccc(S(=O)(=O)N2CCCC2)cc1)N(c1ccccc1)C1C=CS(=O)(=O)C1 (stereo unspecified),-9.0%,1.9
Cc1cccc(NC(=O)COC(=O)c2ccccc2-c2nc3ccccc3s2)c1C,?,·
CCn1c(C)cc2c(c1=O)C(c1ccncc1)C(C#N)=C(N)O2 (stereo unspecified),?,·
Cc1ccc(NC(=O)CN(C)C(=O)c2ccc3[nH]c4c(c3c2)CC(C)CC4)cc1 (stereo unspecified),?,·
O=C(NCCCN1CCCC1=O)c1cc(-c2cccnc2)nc2ccc(Cl)cc12,3.5%,10.8
O=C(COc1ccc2c(-c3ccccc3)cc(=O)oc2c1)N[C@@H](Cc1c[nH]c2ccc(O)cc12)C(=O)O,?,·
C=CCN(c1ccc(C(=O)NCCc2ccccc2)cc1)S(C)(=O)=O,-4.8%,-5.9
CCCNC(=O)C(Cc1cccc(OC)c1)NC(=O)c1ccc(C#N)cc1 (stereo unspecified),?,·
O=C(NCc1ccccc1)/C(=N\O)c1ccccc1,-3.1%,-1.4
O=C(N/N=C/c1cccc(F)c1)c1cc(-c2ccco2)nc2ccccc12,?,·
CC(c1cccs1)N(C)Cc1nc(CCc2ccccc2)no1 (stereo unspecified),8.8%,9.7
COC(=O)c1ccc(NC(=O)C2CCCN2S(=O)(=O)c2ccc(C)cc2)cc1 (stereo unspecified),?,·
O=C1NC(Nc2ccccn2)(C(F)(F)F)C(=O)N1c1ccc(F)cc1 (stereo unspecified),14.5%,7.5
COCCNc1nc(C(C)(C)C)nc2c1nnn2Cc1ccccc1Cl,?,·
Cn1c(N)c(C(=O)COC(=O)CCc2c[nH]c3ccccc23)c(=O)n(C)c1=O,?,·
Cc1cc(Cl)ccc1NC(=O)/C=N/O,?,·

# Entries of single compounds as entered above:
# Entry for O=C(N/N=C/c1cccc(F)c1)c1cc(-c2ccco2)nc2ccccc12 → Lipid storage S3 = ?; Lipid storage S3 cell count max = ·
# Entry for Cc1ccc(NC(=O)CN(C)C(=O)c2ccc3[nH]c4c(c3c2)CC(C)CC4)cc1 (stereo unspecified) → Lipid storage S3 = ?; Lipid storage S3 cell count max = ·

# The results go on:
SMILES,Lipid storage S3,Lipid storage S3 cell count max
O=C(NCCc1ccccc1)c1ccc2c(c1)S(=O)(=O)c1cc(Cl)ccc1C2=O,?,·
CCOC(=O)COn1c(=O)c(-c2ccc(OC)cc2)[n+]([O-])c2ccccc21,9.8%,14.8
CC(=O)NC1=C(C#N)C(c2ccccc2)c2c(ccc3ccccc23)O1 (stereo unspecified),i,·
CCCN1C(=O)/C(=C/C=C2\N(CC)c3ccccc3C2(C)C)SC1=S,?,·
COC(=O)Cc1csc(Nc2c(C)n(C)n(-c3ccccc3)c2=O)n1,-1.9%,-16.2
FC(F)(F)c1cccnc1N1CCN(c2ncnc3nc[nH]c23)CC1,?,·
O=C(CNC(=O)C12CC3CC(CC(C3)C1)C2)N1CCN(S(=O)(=O)/C=C/c2ccccc2)CC1,-3.1%,-2.7
COc1cccc(Oc2ccc(N)cn2)c1,i,·
CC(C)CC(=O)NC1(C(F)(F)F)C(=O)Nc2c1c(=O)[nH]c(=O)n2Cc1ccco1 (stereo unspecified),?,·
Cc1cc(Br)c(NC(=O)CN(C)CCOc2ccccc2)c(Br)c1,?,·
CNC(=O)N(C1=NCC(C)(C)S1)c1ccc(F)c(Cl)c1,6.5%,1.7
O=C(Nc1ccc(N2CCOCC2)c(Cl)c1)C1CCCCC1,i,-0.5
CCCCCCCCC(=O)N1CCN(c2cc3c(cc2F)c(=O)c(C(=O)O)cn3CC)CC1,12.2%,-14.8
CCOC(=O)C1CCN(C(=O)Cn2nc(C)n3cccc3c2=O)CC1,?,·
O=C(c1cc(-c2ccc(F)cc2)on1)N1CCCc2ccccc21,-2.6%,0.7
O=C1Cc2ccccc2Sc2ccc(Cl)cc21,-8.9%,-15.3
O=C(c1cccc(C(=O)N2CCN(c3ncccn3)CC2)c1)N1CCN(c2ncccn2)CC1,-29.2%,24.0
CCN1CCc2nc3ccccc3c(C(=O)Nc3ccc(F)cc3)c2C1,11.0%,8.6
Cc1cc(OCC[N+]2(C)CCCCC2)nc2ccccc12,i,-6.3
Cc1cc(N2CCN(C)CC2)nc2ccc(NC(=S)N3CCC4(CC3)OCCO4)cc12,11.0%,·

# Reformatted: 4 of the compounds above.
Lipid storage S3	Lipid storage S3 cell count max	SMILES
?	·	CCOC(=O)C1CCN(C(=O)Cn2nc(C)n3cccc3c2=O)CC1
?	·	CC(C)CC(=O)NC1(C(F)(F)F)C(=O)Nc2c1c(=O)[nH]c(=O)n2Cc1ccco1 (stereo unspecified)
?	·	O=C(NCCc1ccccc1)c1ccc2c(c1)S(=O)(=O)c1cc(Cl)ccc1C2=O
11.0%	8.6	CCN1CCc2nc3ccccc3c(C(=O)Nc3ccc(F)cc3)c2C1

# The listing continues.
SMILES,Lipid storage S3,Lipid storage S3 cell count max
O=C(CCC(=O)OCC(=O)c1ccc(-c2ccccc2)cc1)Nc1cccc(Cl)c1,5.6%,-10.8
CCCCC(=O)NC(=S)Nc1cccc(NC(=O)CC)c1,?,·
O=C(Nc1ccccc1C(=O)N1CCOCC1)C1COc2ccccc2O1 (stereo unspecified),?,·
COC(=O)C(C(=O)OC)C(C(=O)OC)C(C(=O)OC)C(=O)OC,2.1%,9.4
Cc1cccc(NC(=O)c2c(O)c3ccccc3[nH]c2=O)c1,i,·
O=C1CC(Cc2ccccc2)C(=O)N1c1ccccn1 (stereo unspecified),?,·
Cc1cc(NC(=O)CCC(=O)N(Cc2ccco2)C(C(=O)NC2CCCCC2)c2ccccc2)no1 (stereo unspecified),-4.1%,-10.4
CCc1nc(SCC(=O)Nc2cc(C)ccc2OC)c2c(C)c(C)sc2n1,?,·
CNc1ccccc1C(=O)OCC(=O)N(CCOC)c1c(N)n(CC(C)C)c(=O)[nH]c1=O,-27.4%[0.0737 µM],10.1
Cc1ccc(CN2CCN(C(=O)CCC(=O)Nc3nnc(C(C)C)s3)CC2)c(C)c1,i,-29.9
Cc1ccc(C(=O)N2CCCC(c3ccc(Cl)cc3)=N2)cc1,?,·
O=C(CSc1nnc(COc2ccc(Cl)cc2)n1Cc1ccco1)N1CCNC1=O,?,·
O=C(O)c1cccc(NS(=O)(=O)c2cccc(C(=O)Nc3ccccc3[N+](=O)[O-])c2)c1,-24.7%,-5.0
Cc1ccc(S(=O)(=O)N(C)C)cc1NC(=O)COC(=O)c1ccc(Cl)cc1,i,·
COc1ccc(C(=O)NCCCSC)cc1OC1CCN(C(C)C)CC1,?,·
O=C(Nc1ccc(NC(=O)c2ccccc2O)cc1)Nc1ccc(F)cc1F,1.3%,-11.6
CCOC(=O)c1cccc(NC(=O)C2CCN(S(=O)(=O)c3cnc[nH]3)CC2)c1,?,·
